From PubChem
Akt phos inh: Akt phosphorylation inhibition; Neuro2A IGF-stimulated pAkt S473 HTRF, 20 min; active compounds read low; activity change, % for hits at 50 µM; 360,000 tested, 0.32% active; in the data active means activity change below about -80%; inconclusive means mostly about -51% to -80%; further: on the % scale 0 is the no-effect control and ±100 the full control effect
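Neuro2A cells (4,500/well, DMEM with 0.5% FBS) were treated with compound at a single 50 µM final concentration, stimulated with 6 nM IGF for 20 min at 37 °C, and lysed. Phospho-Akt Ser473 was read by HTRF as 665/615 ratio ×10^4.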
CCT chaperon mod: modulators of cytosolic chaperonin (CCT/TRiC) activity; purified chaperonin ATPase assay, HTRF ADP detection, 30 min; activity change, % (concentration not given with the values), hits read low; 360,000 tested, 0.3% active; AID 651819; in the data active means activity change below about -30%; further: on the % scale 0 is the no-effect control and ±100 the full control effect
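We incubate TRiC, 40 or 20 nM final, with library compounds at 76 uM and 10 uM ATP for 30 min at 37 °C. ADP formed is detected with Transcreener HTRF reagents after 30 min at room temperature.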
PTHR1 ag: PTHR1 (human) receptor agonism | 410,000 tested, 0.075% active | Q03431 | Potency, µM (series often up to 115 µM), for inactives: top-dose activation, most hits filed as activators | HEK293 GP2 PTHR1 cells, GloSensor cAMP luminescence, 1 h; further: potency means the concentration at half of the fitted maximal effect; nearly all actives have a fitted effect of over 55% in size; some results filed as inactive show a strong effect at the top dose; inactives centre near -15; many of its hits are not listed in these tables
Target sequence (Q03431 whole entry, looked up): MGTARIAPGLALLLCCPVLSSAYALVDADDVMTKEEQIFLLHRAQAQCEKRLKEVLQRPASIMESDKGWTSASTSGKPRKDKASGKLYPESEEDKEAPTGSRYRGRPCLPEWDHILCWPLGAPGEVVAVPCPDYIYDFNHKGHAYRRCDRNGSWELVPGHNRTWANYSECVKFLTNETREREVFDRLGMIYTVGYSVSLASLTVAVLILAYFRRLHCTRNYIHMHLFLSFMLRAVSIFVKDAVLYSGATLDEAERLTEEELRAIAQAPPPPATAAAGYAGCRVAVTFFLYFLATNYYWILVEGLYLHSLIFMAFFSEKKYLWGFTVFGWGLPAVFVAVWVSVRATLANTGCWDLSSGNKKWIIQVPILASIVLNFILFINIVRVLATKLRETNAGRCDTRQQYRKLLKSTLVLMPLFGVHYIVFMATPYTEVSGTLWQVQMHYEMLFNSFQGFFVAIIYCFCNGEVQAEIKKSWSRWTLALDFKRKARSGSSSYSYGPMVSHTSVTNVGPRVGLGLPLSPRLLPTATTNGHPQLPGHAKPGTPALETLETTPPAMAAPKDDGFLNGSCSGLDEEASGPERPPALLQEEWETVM
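HEK-293-derived GP2 cells expressing PTHR1 and a GloSensor cAMP reporter, 3,000/well, plated overnight, given luciferin plus IBMX (each 0.5 mM as added) for 1 h at 37 °C, then compound for 1 h at 37 °C. Luminescence was read after 15 min at room temperature.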
D3 ag: agonists of human D3 dopamine receptor | P35462 | D3R DiscoveRx beta-arrestin cells, luminescence, 90 min | max activation, % | 410,000 tested, 0.58% active | AID 652048; in the data active means max activation above about 30%; further: 0% is about no effect; mostly tested at two doses, the higher about 12 µM
Target sequence (P35462 whole entry, looked up): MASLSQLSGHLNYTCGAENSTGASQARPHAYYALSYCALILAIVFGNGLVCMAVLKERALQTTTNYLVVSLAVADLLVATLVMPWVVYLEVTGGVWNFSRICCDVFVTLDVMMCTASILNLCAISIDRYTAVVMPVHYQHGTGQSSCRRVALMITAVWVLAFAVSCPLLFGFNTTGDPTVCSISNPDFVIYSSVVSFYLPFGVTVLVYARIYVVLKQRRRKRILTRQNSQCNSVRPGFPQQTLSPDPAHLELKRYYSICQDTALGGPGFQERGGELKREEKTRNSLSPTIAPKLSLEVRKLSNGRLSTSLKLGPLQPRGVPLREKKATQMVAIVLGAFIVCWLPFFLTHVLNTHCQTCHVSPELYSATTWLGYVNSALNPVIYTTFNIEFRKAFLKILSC
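Agonist-mode cell screen: cells plated at 1500/well and incubated overnight at 37 °C, then exposed to library compounds for 90 min at 37 °C. Detection reagent was added for 30–60 min at room temperature, and luminescence was read.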
Mm-Cpn inhibitor: blocks the Methanococcus maripaludis chaperonin Mm-Cpn | purified Mm-Cpn ATPase, ADP Transcreener TR-FRET | Potency, µM (doses to about 76.9 µM), without a hit: at the highest dose activity, negative = inhibition, most hits filed as inhibitors | AID 504842 | 330,000 tested, 0.031% active; further: potency means the concentration at half of the fitted maximal effect; on the % scale 0 is the no-effect control and ±100 the full control effect; nearly all actives have a fitted effect of over 80% in size
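Purified archaeal chaperonin (25 nM final) was preincubated with compound for 10 min at 37°C, then ATP (10 uM final) was added for 30 min at 37°C in Tris pH 7.4/KCl/MgCl2/DTT buffer. ADP was quantified by HTRF Transcreener TR-FRET.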
EPAC2 agonist: agonists of human EPAC2 (RAPGEF4). AID 720711. EPAC2 activation, biochemical qHTS; response scale: 100% = 6.5 mM cAMP response. Potency, µM (highest dose often 154 µM), for inactives: top-dose activation, usual class: activators. 360,000 tested, 0.079% active; further: potency means the concentration at half of the fitted maximal effect; nearly all actives have a fitted effect of over 50% in size
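Each well held 100 nM EPAC2, 250 nM RAP1B-BODIPY-GDP and 50 uM GDP. Fluorescence, read at 5-min intervals to 30 min, was referenced to a 6.5 mM cAMP positive control.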
EPAC2 antagonist: EPAC2 (human) antagonism. EPAC2 GEF exchange of Rap1B-BODIPY-GDP, fluorescence. Potency, µM (titrated, usually from 114 µM), without a hit: top-dose activity, negative = inhibition, most hits filed as inhibitors. 360,000 tested, 0.18% active. Q8WZA2; further: potency means the concentration at half of the fitted maximal effect; on the % scale 0 is the no-effect control and ±100 the full control effect; nearly all actives have a fitted effect of over 45% in size; many of its hits are not listed in these tables
D3 antag: blocks the human D3 dopamine receptor; P35462; D3R cells, DiscoveRx beta-arrestin luminescence, antagonist mode; active compounds read low; max response, negative = inhibition, %; 360,000 tested, 2.5% active; AID 652054; in the data active means max response below about -50%; inconclusive means no clear call, values can overlap the other calls; further: on the % scale 0 is the no-effect control and ±100 the full control effect; mostly tested at two doses, the higher about 12 µM
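Cells plated overnight at 1500 cells/well, then exposed to library compounds with dopamine controls for 90 minutes at 37 degrees C. DiscoveRx reagent added for 30–60 minutes at room temperature; luminescence read, quantitative HTS format.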
Numbers without * were called inactive; i = inactive; ? = inconclusive; . = no result given; [ ] = dose if it differs, or a comment. Unless noted, the call rests on the fitted dose curve; in most records, active means well fitted curve in the direction sought with a large enough effect; inconclusive means small, poorly fitted or top-dose-only effect, or another doubt; inactive means no such curve, though single readings can be large; an effect the other way counts as inactive or inconclusive. These rows are one share of the data; rates above refer to the full screens.

Value order: Akt phos inh	CCT chaperon mod	PTHR1 ag	D3 ag	Mm-Cpn inhibitor	EPAC2 agonist	EPAC2 antagonist	D3 antag
> O=C(NNC(=O)c1cccc(S(=O)(=O)N2CCCCC2)c1)c1ccccc1
 : i	0.7	-18%	-2	-4%	8%	1%	-10
> COC(=O)C1C(=O)C2=C(CC1C)NC(=O)CC2c1ccccc1 (configuration not stated)
 : i	0.1	-1%	0	-1%	8%	0%	21
> CCC(=O)c1ccc(OC(=O)N2CCOCC2)cc1
 : i	2.8	i	1	1%	1%	12%	14
> C=CC[C@@H](CC(=O)N[C@@H](CO)Cc1ccccc1)C(=O)N[C@@H](COC(=O)[C@@H](CC=C)Cc1ccc(F)cc1)Cc1c[nH]c2ccccc12
 : i	-1.3	12%	-24	3%	-11%	-5%	-11
> COc1ccc(NC(=O)CC(c2ccc(F)cc2)c2ccc(OC)cc2)cc1 (configuration not stated)
 : i	0.1	-11%	-1	1%	-12%	-2%	-17
> Cc1ccccc1NC(=O)CC1SCCNC1=O (configuration not stated)
 : i	-1.0	i	-1	1%	-8%	-23%	1
> Cc1ccc(C23CC4CC(CC(C(=O)N5CCOCC5)(C4)C2)C3)cc1
 : i	-0.1	-10%	7	1%	9%	-2%	20
> COc1ccc(CCN2C(=O)c3cccnc3C2=O)cc1OC
 : i	0.1	i	-4	0%	-14%	0%	-7
> C=C1CC(C(=O)N/N=C/c2ccccc2)C1
 : i	0.5	i	4	-2%	-4%	9%	8
> CC1CCCCC1NC(=O)CSC1=Nc2ccccc2C2CC=NN12 (configuration not stated)
 : i	-3.7	-18%	3	-1%	5%	3%	-13

Whole records, quoted from the list.
Record of C=C1CC(C(=O)N/N=C/c2ccccc2)C1 → Akt phos inh = i; CCT chaperon mod = 0.5; PTHR1 ag = i; D3 ag = 4; Mm-Cpn inhibitor = -2%; EPAC2 agonist = -4%; EPAC2 antagonist = 9%; D3 antag = 8
Record of C=CC[C@@H](CC(=O)N[C@@H](CO)Cc1ccccc1)C(=O)N[C@@H](COC(=O)[C@@H](CC=C)Cc1ccc(F)cc1)Cc1c[nH]c2ccccc12 → Akt phos inh = i; CCT chaperon mod = -1.3; PTHR1 ag = 12%; D3 ag = -24; Mm-Cpn inhibitor = 3%; EPAC2 agonist = -11%; EPAC2 antagonist = -5%; D3 antag = -11

Remaining list, next part:
Value order: Akt phos inh	CCT chaperon mod	PTHR1 ag	D3 ag	Mm-Cpn inhibitor	EPAC2 agonist	EPAC2 antagonist	D3 antag
> O=C1NC[C@H](CCCCN2C[C@H](Cc3ccc(O)cc3)N(CC3CCCCC3)C(=O)C2=O)N(Cc2ccccc2)C1=O
 : i	0.3	i	-8	.	9%	0%	?
> COc1ccc(C2C(C(=O)OCC3CCCO3)=C(C)NC3=C2C(=O)CC(c2ccco2)C3)cc1O (configuration not stated)
 : -113%*	-3.3	i	1	-1%	-1%	-3%	5
> CC(C)NC(=O)Nc1ccc2c(c1)C(=O)N([C@H](C)CO)C[C@H](C)[C@@H](CN(C)C(=O)NC(C)C)O2
 : i	-0.6	i	3	.	0%	11%	6
> C[C@@H]1CN([C@@H](C)CO)C(=O)c2cccc(NS(=O)(=O)c3ccc(F)cc3)c2O[C@H]1CN(C)C(=O)NC1CCCCC1
 : i	0.4	-16%	3	-1%	-4%	-11%	?
> O=C(NC(Cc1ccccc1)C(=O)O)/C(=C/c1cccc([N+](=O)[O-])c1)NC(=O)c1cccc(Br)c1 (configuration not stated)
 : i	0.2	i	1	-8%	0%	5%	-5
> CCN1CC=C2C(C#N)=C(N)C(C#N)(C#N)[C@H](c3ccoc3)[C@H]2C1
 : i	5.7	-51%	-7	-1%	?	-4%	-12
> CCOC(=O)c1csc(NC(=O)CSc2nnc(C3CC3)n2C)n1
 : i	-0.4	i	1	-1%	5%	-2%	21
> O=C(CSc1ccc(-c2ccncc2)nn1)c1ccccc1
 : i	-5.6	0%	0	1%	7%	-11%	0
> COC(=O)[C@@]12C[C@@H](CC(=O)NCc3ccc(C)o3)C(=O)N(Cc3cccc4ccccc34)C1=CCC(C)(C)C2
 : i	.	i	-3	.	10%	-18%	8
> CCn1c2ccccc2c2nnc(SCC(=O)c3c(N)n(C)c(=O)n(C)c3=O)nc21
 : i	-0.4	i	3	-2%	2%	-1%	17
> Cc1c(NC(=O)COC(=O)Cc2ccc(F)cc2)c(=O)n(-c2ccccc2)n1C
 : i	-0.8	i	12	-2%	13%	12%	-19
> COC1C(C)=C(C)C(=O)N1Cc1ccccc1 (configuration not stated)
 : i	-1.6	i	1	0%	1%	-6%	22
> CCOC(=O)N1CCN(Cc2ccc(OCC(O)CN3CCCCC3)cc2)CC1 (configuration not stated)
 : i	0.0	-22%	-10	2%	3%	-2%	-11
> CCc1ccc(-c2cn3nc(C)c(C)nc3n2)cc1
 : i	-0.8	-33%[inhibitor][57.5 µM]	5	1%	1%	-17%[57.1 µM]	9
> CSc1nnc2c3cc(C)ccc3n(Cc3ccccc3)c2n1
 : i	-0.1	i	13	1%	4%	-6%	6
> Cc1cc(C)nc(NC(=O)/C=C/c2ccccc2Cl)c1
 : i	0.8	-37%[inhibitor]	3	1%	9%	-1%	-17
> CCOP(=O)(OCC)c1ccccc1OCP(C)(=O)COc1ccccc1P(=O)(OCC)OCC
 : i	0.1	i	-9	0%	15%	2%	-5
> CC1(C)CNc2cc(N)ccc2S1
 : i	0.1	i	6	2%	1%	-6%	-9
> Cc1ccc(-n2[nH]c(C)c(C=Nc3ccc(S(=O)(=O)Nc4nc(C)cc(C)n4)cc3)c2=O)c(C)c1
 : i	-2.3	-7%	-19	-1%	10%	-1%	-14
> O=C(NCC1CCCCC1)c1ccccc1[N+](=O)[O-]
 : i	-0.1	i	3	1%	-5%	4%	-3

Entries shown so far with an aryl thioether with sulfur outside any ring:
Value order: Akt phos inh	CCT chaperon mod	PTHR1 ag	D3 ag	Mm-Cpn inhibitor	EPAC2 agonist	EPAC2 antagonist	D3 antag
> CCOC(=O)c1csc(NC(=O)CSc2nnc(C3CC3)n2C)n1
 : i	-0.4	i	1	-1%	5%	-2%	21
> O=C(CSc1ccc(-c2ccncc2)nn1)c1ccccc1
 : i	-5.6	0%	0	1%	7%	-11%	0
> CCn1c2ccccc2c2nnc(SCC(=O)c3c(N)n(C)c(=O)n(C)c3=O)nc21
 : i	-0.4	i	3	-2%	2%	-1%	17
> CSc1nnc2c3cc(C)ccc3n(Cc3ccccc3)c2n1
 : i	-0.1	i	13	1%	4%	-6%	6

The results go on:
Value order: Akt phos inh	CCT chaperon mod	PTHR1 ag	D3 ag	Mm-Cpn inhibitor	EPAC2 agonist	EPAC2 antagonist	D3 antag
> Cc1ccccc1OCC(=O)Nc1cccc(NC(=O)c2ccco2)c1
 : i	0.5	-11%[57.5 µM]	4	0%	10%	-5%	27
> CCOc1cc(N2CCOCC2)c(OCC)cc1NC(=O)c1nc2nc(C)cc(C)n2n1
 : i	1.3	10%[57.5 µM]	4	-1%	10%	-5%	11
> O=C(Nc1cccc(-c2nn[nH]n2)c1)c1cccs1
 : i	0.4	i	5	-10%	4%	-3%	-3
> CCOP(=O)(OCC)c1nc(-c2ccc(Cl)cc2)oc1NCc1ccccc1
 : i	-6.2	-7%	-4	0%	0%	-14%	-2
> O=C(c1ccncc1)c1ccc(Br)cc1
 : i	-3.1	i	0	1%	0%	5%	-5
> CCC(=O)N1CCCC1(C)C(=O)Nc1ccc2c(c1)CCN2C(C)=O (configuration not stated)
 : i	-5.8	i	0	.	14%	0%	19
> COc1ccccc1CC(NC(C)=O)C(=O)NC1CCN(S(=O)(=O)c2ccccc2)CC1 (configuration not stated)
 : i	-2.5	8%	-9	2%	14%	-1%	-15
> O=C(Sc1n[nH]c(=O)[nH]c1=O)c1ccccc1
 : i	0.5	-24%	-11	.	8%	5%	28
> O=C(CCn1c(=O)oc2ccccc21)N(Cc1ccccc1)c1ccccc1
 : i	-0.4	-52%[inhibitor]	2	6%	14%	?	15
> O=C1NN=C(c2ccccc2)CC1c1c[nH]c2ccccc12 (configuration not stated)
 : i	0.7	-30%[inhibitor]	0	0%	4%	-23%	14
> CC(C)C[C@@H](CNCC(=O)[C@H](CC(C)C)NC(=O)c1[nH]cnc1C(=O)N[C@@H](C)CN)NC(=O)c1nc[nH]c1C(=O)N[C@@H](CC(C)C)C(=O)O
 : i	-2.9	-18%	-17	.	-6%	5%	15
> Cc1ccc(S(=O)(=O)N[C@@H](Cc2ccccc2)C(=O)N2CCC(C(=O)N[C@@H](CCC(N)=O)C(=O)O)CC2)cc1
 : i	-2.9	-23%	-20	-1%	5%	23%	0
> COc1ccccc1-c1noc(-c2ccccc2C(=O)NCc2ccco2)n1
 : i	2.7	-16%	-8	-2%	0%	-3%	21
> O=c1cc(NCCO)c2ccccc2o1
 : i	1.9	i	2	0%	-2%	12%	9
> CCc1ccccc1NC(=S)NCc1ccc2c(c1)OCO2
 : i	-0.4	-12%[57.5 µM]	2	1%	7%	9%	-22
> CCCCN(Cc1ccccc1)S(=O)(=O)c1c(N)n(C)c(=O)n(C)c1=O
 : i	-2.0	-14%	3	1%	6%	5%	7
> Cc1ccc(OCCc2csc(N)n2)cc1
 : i	0.1	i	-12	1%	7%	-4%	-4
> CCOC(=O)c1cccc(NC(=O)CSc2nnc(C)n2CC2CCCO2)c1 (configuration not stated)
 : i	-2.9	i	1	-2%	4%	-11%	6
> Cc1ccc2ncnc(Nc3cccc(C(=O)O)c3)c2c1
 : i	0.4	?	-2	-5%	0%	-9%	3
> CCCN1C(=O)C(Cc2nc3ccccc3c(=O)n2-c2ccccc2)c2ccccc21 (configuration not stated)
 : i	-3.8	-33%[inhibitor]	-1	3%	6%	-15%	17
> O=C(COc1cccc(C(F)(F)F)c1)Nc1nnc(C2CC2)s1
 : i	-1.2	-14%	-4	2%	-4%	7%	12
